Compound activity deposited in PubChem by National Center for Advancing Translational Sciences (NCATS).
Nrf2 inh: Nrf2 pathway inhibition | Potency, µM (titrated, usually from 46 µM), for inactives: top-dose activity change, negative = inhibition, most hits filed as inhibitors | A549 ARE-Fluc reporter, luciferase luminescence, 18-24 h | AID 504444 | 360,000 tested, 2.1% active; note: potency is the fitted concentration of half-maximal effect; % is set by controls: 0 for no effect and ±100 for the full control effect; nearly all actives have a fitted effect of over 60% in size
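Nrf2 function is reported as luminescence of an ARE-controlled luciferase in A549 cells. Compounds were tested at several concentrations, and a CellTiter-Fluor read on the same wells flagged cytotoxicity.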
CCT modulator: cytosolic chaperonin activity modulation; activity change, % (no concentration beside the values), hits read low; 360,000 tested, 0.3% active; purified chaperonin ATPase assay, HTRF ADP detection, 30 min; in the data active = activity change below about -30%; note: % is set by controls: 0 for no effect and ±100 for the full control effect
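TRiC at 40 or 20 nM final (batch-dependent) in 30 mM Tris pH 7.4, 100 mM KCl, 5 mM MgCl2, 1 mM DTT, with compound at single 76 uM and 10 uM ATP, 30 min at 37 deg C. ADP detected by HTRF Transcreener, 665/615 ratio.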
A549 tox: A549 cytotoxicity, counter-screen for Nrf2 inhibitors | A549 ARE-Fluc cells, CellTiter-Fluor viability, 18-24 h | Potency, µM (doses to about 46 µM), inactives show at the highest dose activity change, negative = cytotoxicity, most hits filed as inhibitors | 390,000 tested, 0.16% active | AID 504648; note: potency is the fitted concentration of half-maximal effect; % is set by controls: 0 for no effect and ±100 for the full control effect
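Cytotoxicity counterscreen: CellTiter-Fluor fluorescence was measured in A549 ARE_Fluc cells after 18-24 h of compound exposure in a concentration series. The subsequent BugLite luminescent read reports ARE-luciferase activity.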
MmCpn inh: M. maripaludis TRiC chaperonin inhibition; purified Mm-Cpn ATPase, ADP Transcreener TR-FRET; Potency, µM (titrated, usually from 76.9 µM), for the others: at the top dose activity, negative = inhibition, most hits filed as inhibitors; 330,000 tested, 0.031% active; note: potency is the fitted concentration of half-maximal effect; % is set by controls: 0 for no effect and ±100 for the full control effect; nearly all actives have a fitted effect of over 80% in size
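TR-FRET (320 nm excitation; 590 and 665 nm emission) reports ADP made from 10 uM ATP by 25 nM enzyme; compounds were preincubated 10 min, reaction run 30 min, both at 37°C.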
TGFb SMAD3 inh: blocks TGF-b signaling; Potency, µM (highest dose often 46.1 µM), for inactives: at the top dose activity, negative = inhibition, most hits filed as inhibitors; AID 588855; HepG2 CAGA-GFP TGF-b/SMAD3 reporter, GFP fluorescence, 18 h; TGF-beta stimulated, 500 pg/mL final; 410,000 tested, 1.2% active; note: potency is the fitted concentration of half-maximal effect; % is set by controls: 0 for no effect and ±100 for the full control effect; nearly all actives have a fitted effect of over 65% in size
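GFP signal (ex488/em500-530) from TGF-beta-stimulated HEPG2 CAGA-GFP cells, 500 pg/mL final, 18 h at 37 degrees C in DMEM plus 1% FBS, normalized to unstimulated and DMSO-stimulated controls.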
HepG2 tox: counter-screen for TGF-b inhibitors: cytotoxicity in HepG2 cells. HepG2 CAGA-GFP viability, ATP luminescence, 18 h. Potency, µM (doses to about 46.1 µM), for inactives: at the highest dose activity change, negative = cytotoxicity, hits mostly cytotoxic. 410,000 tested, 0.76% active. AID 588856; note: potency is the fitted concentration of half-maximal effect; some results filed as inactive show a strong effect at the top dose
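HepG2 CAGA-GFP cells (1000/well, DMEM with 1% FBS) received compound, then TGF-beta at 500 pg/mL final, and were incubated 18 hours at 37 degrees C. Viability was read by CellTiter-Glo luminescence. Media-only wells were set as complete cell-killing and DMSO as no toxicity.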
Nrf2 activator: activators of Nrf2 (ARE) signaling | AREc32 ARE-luciferase reporter (MCF7-derived line), luminescence, 24 h | Potency, µM (doses to about 46.1 µM), without a hit: at the top dose activation, hits mostly activators | 410,000 tested, 0.31% active | AID 624171; note: potency is the fitted concentration of half-maximal effect; % of control where 0% means no effect; nearly all actives have a fitted effect of over 65% in size
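Nrf2 activation is followed as ARE-luciferase induction in the AREc32 line after one day of compound treatment; luminescence is read with Steady-Glo.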
Akt phos inh: blocks phosphorylation of Akt | activity change, % for hits at 50 µM | Neuro2A IGF-stimulated pAkt S473 HTRF, 20 min; stronger effect = lower value | 360,000 tested, 0.32% active; in the data active = activity change below about -80%; inconclusive = mostly about -51% to -80%; note: % is set by controls: 0 for no effect and ±100 for the full control effect
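Single-point screen (50 µM final compound) in Neuro2A cells stimulated 20 min with 6 nM IGF at 37 deg C. After lysis, Ser473-phosphorylated Akt read by HTRF (ex 330 nm, em 615/665 nm) as the 665/615 ratio.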
Abeta yeast res: restores growth of yeast expressing A-beta42 peptide | yeast expressing A-beta42, growth rescue, OD600, 48 h; response scale: 0% DMSO, 100% iron-clioquinol control | Potency, µM (titrated, usually from 46.1 µM), without a hit: top-dose growth rescue, actives largely listed as activators | 410,000 tested, 0.063% active | AID 1347071; note: potency is the fitted concentration of half-maximal effect; nearly all actives have a fitted effect of over 55% in size
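Growth rescue measured by 600 nm absorbance after 48 h yeast culture at 30 C with compound. Values normalized between DMSO and an equimolar ferric chloride plus clioquinol control.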
* marks the source's active call; other numbers are inactive results; i = inactive; ? = inconclusive; . = no result given; [ ] = another dose, or the depositor's remark. Unless noted, calls come from the whole dose curve; as a rule, active = well fitted curve in the direction sought with a large enough effect; inconclusive = small, poorly fitted or top-dose-only effect, or another doubt; inactive = no such curve, though single readings can be large; an effect the other way counts as inactive or inconclusive.

canonical_smiles	Abeta yeast res	HepG2 tox	A549 tox	TGFb SMAD3 inh	Nrf2 inh	Nrf2 activator	Akt phos inh	CCT modulator	MmCpn inh
COCCNC(=O)c1ccc2c(c1)NC(=O)C(CS(=O)(=O)Cc1ccc(F)cc1Cl)N2 (stereo not given)	-14%	-2%	0%	-2%	.	3.2%	.	.	.
Cc1cc(Nc2nn(C)c(N)c2C#N)ccc1F	1%	-8%	17%	1%	16%	6.8%	i	-12	2%
O=C(CN(C(=O)c1csnn1)c1ccc(F)c(Cl)c1)NCc1ccccc1	-16%	-12%	1%	8%	?	0.1%	i	-5.2	1%
O=C(O)CCCC(=O)Nc1nncs1	-13%	2%	0%	-7%	8%	0.0%	i	-1.1	1%
Cc1ccc(CC(=O)NC2CCN(Cc3ccccc3)CC2)cc1	-7%	-2%	-9%	0%	-29%	2.6%	i	-0.2	-1%
CCOc1ccc(NC(=O)CN(C)C(=O)CCC2CCCCC2)cc1OCC	1%	-1%	-2%	3%	1%	0.0%	i	-0.4	2%
COc1cccc(/C=C/C(=O)c2ccc[nH]2)c1	3%	-5%	-2%	7%	?	16µM*	i	3.0	1%
C/C(CC(=O)Nc1cccc2c1CCCC2)=N\NC(=O)COc1ccccc1	20%	-27%	5%	?	0%	3.1%	i	0.1	2%
O=C(c1ccc2c(c1)OCO2)N1CCC2(CC1)Oc1ccc(F)cc1C(=O)C21CC(c2ccccc2)=NO1 (stereo not given)	3%	0%	-4%	-14%	-7%	0.1%	i	-0.8	-2%
CCOC(=O)C(/C(N)=N/C(=O)Nc1ccccc1)=C(\C)O	-6%	-15%	-7%	-1%	7%	-0.4%	.	-3.0	0%
CCOc1ccccc1OCCn1nnc2ccccc21	4%	-1%	-6%	0%	-8%	3.4%	i	-1.9	3%
Cc1c(Cl)cccc1NC(=O)CSc1nnnn1C	9%	-1%	-6%	0%	10%	-0.2%	i	-0.9	-1%
COc1ccc(CCNC(=O)C2CC(c3ccccc3C(F)(F)F)=NO2)cc1 (stereo not given)	-3%	2%	-5%	2%	-17%	3.1%	i	-1.3	1%
CCCOc1ccc(CSCCNC(=S)Nc2ccccc2)cc1	?	-1%	-3%	?	?	4.7%	i	-3.5	2%
COc1cccc(C2=NN(C(C)=O)C(c3cccs3)C2)c1 (stereo not given)	-5%	-2%	0%	2%	?	4.0%	i	1.1	-1%
CCC(/C=N/NC(=O)CCCCC(=O)N/N=C/C(CC)CC)CC	2%	17%	1%	15%	-1%	-0.5%	i	-0.4	-1%
COc1ccc(C(=O)COC(=O)c2ccc([N+](=O)[O-])s2)cc1OC	22%	-28%	-7%	-6%	11%	?	i	-1.0	0%
Cc1ccc(-c2[nH]nc(N)c2N=Nc2cccc(Cl)c2C)cc1	-89%[inhibitor]	-60%	-23%	?	-17%	-1.1%	i	-0.1	1%
COCCCNC(=O)c1cc(C(=O)Cc2ccccc2)c[nH]1	6%	2%	1%	14%	3%	-0.2%	i	-2.8	0%
Cc1ccc(OCc2cc(C(=O)N(C)Cc3cnn(-c4ccccc4C)c3)no2)cn1	9%	-21%	-3%	-20%	?	5.5%	i	-4.5	2%
O=C(Nc1ccc2c(c1)OCCO2)c1cc(-c2ccccn2)nc2ccc(Br)cc12	0%	4%	-7%	?	-4%	6.2%	i	-0.1	-6%
Cc1ccc(S(=O)(=O)NCC(=O)NCC(=O)OCc2c(F)cccc2Cl)cc1	-10%	-12%	6%	2%	-13%	-0.6%[9.22 µM]	i	-0.9	-12%
C/C=C\C=C\C(=O)N1CC2(CC(c3cccc(NC(=O)CC(c4ccccc4)c4ccccc4)c3)=NO2)C[C@H]1C(N)=O (stereo not given in full)	-5%	0%	-2%	?	-13%	3.0%	i	-1.6	0%
Cc1sc2ncnc(Nc3ccc(O)cc3)c2c1C	-8%	-13%	1%	-30%	-24%	27%	i	-4.6	0%
O=C(c1ccc(N2CCN(C(=O)c3ccccc3Br)CC2)cc1)c1cccc(F)c1	-3%	-8%	-22%	0%	21µM*	0.3%	i	-0.6	-13%

Quoted at random: 2 compounds from above.
canonical_smiles	Abeta yeast res	HepG2 tox	A549 tox	TGFb SMAD3 inh	Nrf2 inh	Nrf2 activator	Akt phos inh	CCT modulator	MmCpn inh
Cc1c(Cl)cccc1NC(=O)CSc1nnnn1C	9%	-1%	-6%	0%	10%	-0.2%	i	-0.9	-1%
C/C=C\C=C\C(=O)N1CC2(CC(c3cccc(NC(=O)CC(c4ccccc4)c4ccccc4)c3)=NO2)C[C@H]1C(N)=O (stereo not given in full)	-5%	0%	-2%	?	-13%	3.0%	i	-1.6	0%

New compounds follow
canonical_smiles	Abeta yeast res	HepG2 tox	A549 tox	TGFb SMAD3 inh	Nrf2 inh	Nrf2 activator	Akt phos inh	CCT modulator	MmCpn inh
Cc1ccc(-c2csc(NC(=O)C3CC(=O)N(c4ccc5c(c4)OCCO5)C3)n2)o1 (stereo not given)	.	-37%	8%	?	?	.	.	.	.
CCOC(=O)C1=C(C)c2ccccc2N(C(=O)OC)C1(C)C(=O)OCC (stereo not given)	-9%	-78%	1%	13µM*	6%	?	i	-0.9	-3%
c1ccc(Cc2c(-c3ccccc3)nc3c4ccccc4ccn23)cc1	8%	1%	.	14%	.	26%	i	-0.5	.
O=C(CNS(=O)(=O)c1ccc(F)cc1)N1CCOCC1	7%	5%	0%	0%	19%	0.4%	i	-0.2	2%
CCOc1ccc(OCC)c(NC(=O)CN2CCN(CC)CC2)c1	4%	9%	9%	1%	?	5.4%	i	-5.4	0%
CCN(CC)CCNC(=O)C1CCN(c2nn3cc(-c4ccc(F)cc4)nc3s2)CC1	-69%[inhibitor]	-86%	-7%	?	-27%	6.0%	.	.	.
COc1ccc(NC(=O)CCC(=O)N2CCOCC2)c([N+](=O)[O-])c1	9%	7%	0%	-2%	5%	0.2%	i	-5.4	0%
Cc1cccc(N2CCN(C(=O)CNC(=O)c3ccccc3)CC2)c1C	-15%	-21%	0%	0%	?	2.8%	i	-0.6	0%
COc1cc(C(=O)Oc2c(Sc3ccc(C)cc3)c(C)nn2-c2ccccc2)cc(OC)c1OC	-20%	-15%	2%	-24%	-13%[9.27 µM]	-0.3%	.	.	.
CCN1CCN(C(=O)c2cn(CC)c3ccc(S(=O)(=O)N(C)C)cc3c2=O)CC1	7%	-3%	-7%	-8%	8%	0.2%	i	-3.7	-6%
COC(=O)c1ccc(NC(=O)c2cc3cc(C)ccc3n2C)cc1	0%	-17%	-2%	?	5%	0.4%	.	.	.
CCN1/C(=C2\C(=O)N(C)C(=S)N2C)C=Cc2cc(C)ccc21	-26%	0%	?	7%	-27%	0.3%	i	1.6	-2%
COc1ccc(-c2c(C(F)(F)F)nn(C)c2NC(=O)CSCC(=O)O)cc1	-4%	16%	1%	-6%	1%	-0.3%	i	-1.6	1%
CC(OC(=O)c1cccc(Cl)c1)C(=O)NC1CCCCC1C (stereo not given)	5%	-15%	2%	0%	-16%	-0.2%	i	0.7	1%
O=C(O)COc1ccccc1/C=N/NC(=O)c1cc(-c2ccc(Cl)cc2)nc2ccccc12	-2%	-12%	11%	0%	2%	10%	i	-3.4	1%
O=S(=O)(c1ccc(Cl)s1)N1CCC(Cc2ccccc2)CC1	-25%	1%	15%	-28%	?	0.2%	i	-0.4	1%
Cn1c(SCCOc2ccccc2F)nc2ccccc2c1=O	-7%	-8%	-4%	-29%	?	?	i	-1.3	?
Cc1ccc(NS(=O)(=O)c2c(C)[nH]c(C)c2C(=O)N2CCCCC2)c(Br)c1	4%	1%	-2%	15%	26%	-0.2%	i	0.2	2%
COc1cc2nc(SCC(=O)Nc3c(C)cc(C)cc3C)n3nc(CCn4c(C)nc5ccccc54)nc3c2cc1OC	-22%	-28%	1%	0%	6%	2.2%	.	.	.
O=C(CN1CCCC1)Nc1ccc(-c2nc3cc(NC(=O)CN4CCCC4)ccc3o2)cc1	13%	-36%	?	?	?	2.7%	i	-0.9	-1%
CCCN(C(=O)CSc1nc2cc(S(=O)(=O)N(CC)CC)ccc2o1)C1CCS(=O)(=O)C1 (stereo not given)	-1%	-9%	-3%	-16%	-26%	0.8%	i	-0.8	2%
Cc1cc(N2C(=O)C(O)=C(C(=O)c3ccc(C)o3)C2c2cccs2)no1 (stereo not given)	-1%	-14%	?	-20%	?	6.0%	i	-1.0	-15%
COc1ccc(N2C(=O)C(CN3CCN(C)CC3)C2c2ccccc2)cc1 (stereo not given)	-4%	35%	2%	0%	-8%	0.4%	i	-2.9	0%
CCOC(=O)N1CCc2c(sc(NCc3sccc3C)c2C(=O)Nc2ccc(OC)cc2OC)C1	10%	-2%	-2%	-30%	.	-1.6%	.	.	.
COCCn1c(C)cc(O)c(C(c2ccc(OC)cc2)N2CCCCC2)c1=O (stereo not given)	1%	1%	3%	4%	.	2.4%	.	.	.
Cc1cc(C)c(C)c(S(=O)(=O)N[C@@H](C)C(=O)OC(C)C(=O)NC(N)=O)c1C (stereo not given in full)	14%	-11%	-8%	-13%	5%	-1.1%	i	-0.9	0%
CCC(C(=O)Nc1cc(F)ccc1F)n1nc(-c2cc(C)ccc2C)ccc1=O (stereo not given)	-13%	-57%	-11%	?	-4%	4.9%	.	.	.
COc1cc(/C=N/n2cnnc2)ccc1OC(=O)c1ccco1	-10%	-4%	2%	-1%	2%	0.6%	i	-3.6	1%
Cc1nc(C#N)c(N/N=C/c2cccc(Cl)c2)o1	-1%	-25%	-9%	1%	12%	7.4%	i	-2.8	0%
